FBW7 activator = human FBW7 E3 ligase activation, primary screen. Q969H0. AlphaScreen FBW7–phospho-cyclin E peptide binding, activator screen. normalized activity (activation), % at 26.1 µM. actives 0.13% (n = 650,000). AID 1259310; in the data active = normalized activity above about 1.9%;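 also: purified mutant Fbw7 with reduced substrate affinity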
MITF inh = inhibitors of human MITF. O75030. AID 1259374. AlphaScreen MITF homodimerization, bead proximity signal. actives 0.91% (n = 650,000). inhibition, % at 2.6 µM; in the data active = inhibition above about 50%;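 also: 0% = vehicle wells with protein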
Target sequence (O75030 whole entry, looked up): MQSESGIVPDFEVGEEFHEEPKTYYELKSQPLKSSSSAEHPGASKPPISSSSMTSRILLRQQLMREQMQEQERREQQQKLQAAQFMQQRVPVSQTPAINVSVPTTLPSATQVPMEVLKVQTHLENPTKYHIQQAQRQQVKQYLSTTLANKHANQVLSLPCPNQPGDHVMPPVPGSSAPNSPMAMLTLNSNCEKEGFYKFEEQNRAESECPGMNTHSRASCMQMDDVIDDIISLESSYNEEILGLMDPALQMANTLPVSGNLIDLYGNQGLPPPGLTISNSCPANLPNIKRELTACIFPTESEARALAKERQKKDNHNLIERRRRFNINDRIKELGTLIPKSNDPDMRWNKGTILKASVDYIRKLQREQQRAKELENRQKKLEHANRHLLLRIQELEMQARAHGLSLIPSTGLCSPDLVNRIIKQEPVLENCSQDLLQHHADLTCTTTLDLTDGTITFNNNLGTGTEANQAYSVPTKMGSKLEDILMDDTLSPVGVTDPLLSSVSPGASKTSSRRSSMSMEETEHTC
TEAD-YAP inh = TEAD-YAP interaction inhibition; HEK-TIYL cells, TEAD-Gal4/YAP UAS-luciferase luminescence; actives 1.4% (n = 640,000); AID 1259422; inhibition, % at 9.12 µM; in the data active = inhibition above about 32%;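 also: 0% = median of test compound wells and 100% = reference inhibitor wells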
GPR151 activ = human GPR151 activation | actives 1% (n = 650,000) | activation, % at 11.2 µM | PathHunter beta-arrestin GPR151 cells, luminescence | Q8TDV0; in the data active = activation above about 4.9%;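 also: 0% = median of compound wells and 100% = cells with positive control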
Target sequence (Q8TDV0 whole entry, looked up): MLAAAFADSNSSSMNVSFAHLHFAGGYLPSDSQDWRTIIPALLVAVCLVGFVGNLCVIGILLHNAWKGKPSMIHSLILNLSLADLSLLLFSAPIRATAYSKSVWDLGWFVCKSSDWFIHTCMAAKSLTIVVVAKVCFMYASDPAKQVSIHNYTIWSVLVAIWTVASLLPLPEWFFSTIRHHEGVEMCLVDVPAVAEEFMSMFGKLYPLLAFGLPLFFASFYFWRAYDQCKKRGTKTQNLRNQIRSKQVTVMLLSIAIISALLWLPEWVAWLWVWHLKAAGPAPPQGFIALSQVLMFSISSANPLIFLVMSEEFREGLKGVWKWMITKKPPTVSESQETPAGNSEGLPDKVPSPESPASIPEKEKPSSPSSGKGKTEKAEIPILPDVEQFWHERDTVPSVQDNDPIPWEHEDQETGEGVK
The depositor's hits bear a star.

The opening six compounds, to show the layout:
SMILES | FBW7 activator | MITF inh | TEAD-YAP inh | GPR151 activ
CCCCCOC(=O)C1=C(C)NC2=C(C(=O)CCC2)C1c1cccc(OC)c1OC (stereo not drawn) | 0.0 | -4 | -1 | 2.7
N#C/C(=C\c1ccc(Oc2ccc(F)cc2)c([N+](=O)[O-])c1)C(=O)NC1CC1 | -0.1 | 1 | 1 | 0.9
COCc1cc(C)nc(N)c1C#N | 0.0 | -3 | 3 | -1.8
COc1ccc(N(CC(=O)NCc2ccc(Cl)cc2)S(C)(=O)=O)c(OC)c1 | 0.2 | -7 | -5 | -1.1
CCN(CC)C(=O)/C(=C\c1ccc2c(c1)OCO2)NC(=O)c1ccc(Br)cc1 | -0.1 | -4 | -9 | -0.3
O=C(Nc1ccc(O)c(C(=O)O)c1)c1ccc(Br)cc1 | 0.1 | 5 | 5 | -2.2

Results, from the first entry:
SMILES | FBW7 activator | MITF inh | TEAD-YAP inh | GPR151 activ
CCCCCOC(=O)C1=C(C)NC2=C(C(=O)CCC2)C1c1cccc(OC)c1OC (stereo not drawn) | 0.0 | -4 | -1 | 2.7
N#C/C(=C\c1ccc(Oc2ccc(F)cc2)c([N+](=O)[O-])c1)C(=O)NC1CC1 | -0.1 | 1 | 1 | 0.9
COCc1cc(C)nc(N)c1C#N | 0.0 | -3 | 3 | -1.8
COc1ccc(N(CC(=O)NCc2ccc(Cl)cc2)S(C)(=O)=O)c(OC)c1 | 0.2 | -7 | -5 | -1.1
CCN(CC)C(=O)/C(=C\c1ccc2c(c1)OCO2)NC(=O)c1ccc(Br)cc1 | -0.1 | -4 | -9 | -0.3
O=C(Nc1ccc(O)c(C(=O)O)c1)c1ccc(Br)cc1 | 0.1 | 5 | 5 | -2.2
COc1cc(C=O)ccc1OCc1ccc(C(=O)O)o1 | 0.1 | 9 | -9 | -1.5
Cc1ccc(C(c2c(C)[nH]c3ccccc23)c2c(C)[nH]c3ccccc23)o1 | -0.1 | 2 | -7 | 3.4
Cc1c(C(=O)Nc2ccc(F)cc2)sc2ncnc(N3CCCCC3C)c12 (stereo not drawn) | 0.1 | -5 | 3 | 0.8
O=C(CSc1ncnc2c1cnn2-c1ccccc1)c1cccs1 | 0.3 | 17 | -32 | -0.6
COC(=O)c1ccc(NC(=O)C2C(C(=O)O)C3C=CC2C32CC2)cc1 (stereo not drawn) | 0.6 | 11 | 2 | -1.2
O=C(Cn1cnc([N+](=O)[O-])n1)NCCOc1ccccc1 | -0.2 | -12 | 14 | 0.2
O=[N+]([O-])c1nn(-c2cccc(Cl)c2)n(O)c1=NCCCO | 0.1 | 6 | -1 | -0.3
Cc1ccc(N2C(=O)NC(=O)/C(=C/C=C/c3ccc(N(C)C)cc3)C2=O)cc1 | -0.1 | 18 | 3 | 1.2
COc1ccc(C(=O)Cc2ccccc2)c(OC)c1 | 0.7 | 4 | -49 | -1.7
O=[N+]([O-])c1ccc(Cl)c(N2CCCCC2)c1 | -0.1 | -3 | -7 | 0.0
CCC1CCCCN1C(=O)CCNS(=O)(=O)c1ccc2c(c1)c(=O)n(C)c(=O)n2C (stereo not drawn) | -0.3 | 9 | 2 | 0.5
CC(=O)c1cc2c(cc1N)OCO2 | 0.0 | 16 | 2 | -0.7
COc1ccc(NC(C)C(=O)N/N=C/c2cc([N+](=O)[O-])cc(OC)c2O)cc1 (stereo not drawn) | -0.1 | 19 | 4 | -0.1
Cc1cc(C)c(CN2CCc3nnc(C(C)NC(=O)C4CCOCC4)n3CC2)cc1C (stereo not drawn) | 0.0 | 5 | -6 | 1.0
CNC(=O)c1c[nH]c2ccc(S(=O)(=O)Nc3cccc(SC)c3)cc2c1=O | 0.0 | 12 | 11 | -1.8
CC1CCCC(C)N1C(=O)c1ccc(Br)o1 (stereo not drawn) | -0.1 | -14 | -4 | -0.3
O=C(NCCc1nnc2n1CCN(Cc1ccccc1O)CC2)c1ccco1 | -0.1 | 4 | -2 | -0.4
CCOc1ccc(-c2cc(C(=O)N/N=C/c3ccccn3)[nH]n2)cc1 | 0.0 | 21 | 34* | 1.5
CC(C(=O)O)[n+]1cccc(-c2ccccc2)c1 (stereo not drawn) | 0.1 | -3 | 6 | 0.2
CCN1CCCC1CNC(=O)c1ccc(-n2c(=S)[nH]c3ccccc3c2=O)cc1 (stereo not drawn) | -0.2 | 4 | -2 | -0.2
Cc1c(C(=O)Nc2cc(Cl)ccc2Cl)cccc1[N+](=O)[O-] | -0.2 | -9 | -2 | 0.6
Cc1ncc(CO)c2cc(-c3nnc(Nc4ccccc4[N+](=O)[O-])s3)c(=O)oc12 | -0.2 | 0 | -12 | -0.7
COc1ccc(-n2nnnc2SCC(=O)NC(C)(C)C)c(OC)c1 | 0.2 | 12 | -1 | -1.3
Cc1nc(Nc2nc(CSc3ccc(Cl)cc3)cc(=O)[nH]2)nc2ccccc12 | 0.2 | 3 | -13 | 0.3
O=C(CN1CCN(CC(=O)Nc2ccc3c(c2)OCCO3)CC1)Nc1ccc(F)cc1 | -0.2 | 3 | 8 | -1.2
CCOc1ccc(/C=C(/C#N)C(=O)Nc2ccc(O)cc2)cc1OC | 0.1 | -5 | -3 | -0.4
COc1ccc(C(=O)Nn2c(-c3ccncc3)nc3ccccc3c2=O)cc1 | 0.0 | -1 | -3 | -0.1
CN1CCN(CCC(=O)Nc2ccc(OC(F)(F)F)cc2)CC1 | 0.2 | 10 | 7 | 0.3
Cc1cccc(Nc2ncnc3c2cnn3-c2cccc(C)c2)c1 | 0.5 | 10 | -27 | 0.4
Cc1nc(CNC(=O)CN2Cc3ccccc3OC(c3ccccc3)C2)n[nH]1 (stereo not drawn) | 0.1 | 11 | 1 | -0.5
Nc1cc(C(=O)OCC(=O)NC2CC2)ccc1Cl | 0.4 | 13 | 5 | -1.2
O=C1CC(N2CCN(c3ncccn3)CC2)C(=O)N1c1ccc(OC(F)(F)Cl)cc1 (stereo not drawn) | 0.0 | -9 | 3 | 0.8
Cc1ccc(C(=O)NC(C(=O)NCCO)C23CC4CC(CC(C4)C2)C3)cc1 (stereo not drawn) | -0.2 | -5 | -7 | 0.5
CC(=O)Oc1ccc(/C=C2\N=C(c3ccc([N+](=O)[O-])cc3)OC2=O)cc1 | -0.1 | 2 | -2 | 0.6
C#CCOc1c(Cl)cc(CO)cc1Cl | 0.0 | -6 | 7 | 0.0
Cc1cc2c(cc1S(=O)(=O)N1CCC(C(N)=O)CC1)OCCN2C | -0.1 | 9 | -2 | -0.5
CCCCCn1c(=O)[nH]c2c(c1=O)CCC2 | 0.2 | 13 | -14 | -1.7
COc1nc(Nc2ccc(Oc3ccccc3)cc2)nc(-c2cccc(N)c2)n1 | 0.0 | 7 | 9 | -0.2
CCn1c(SCc2nc3cc(C(=O)OC)ccc3c(=O)[nH]2)nnc1-c1ccccc1 | 0.4 | 4 | 5 | -2.0
Cc1cccc(-n2nc3c(c2NC(=O)c2ccccc2Cl)CSC3)c1C | -0.1 | -9 | 4 | 2.6
O=C(Nc1ccccc1C(F)(F)F)c1ccncc1 | -0.2 | -3 | -7 | -0.3
COc1ccc(NC(=O)c2ccc3c(=O)n(C4CCCCC4)c(SCC(=O)c4ccccc4)nc3c2)cc1OC | -0.1 | -14 | 1 | -0.2
Cc1c(CNCCc2ccco2)c(C(=O)O)c(C)n1Cc1ccc(F)cc1Cl | 0.0 | 19 | 5 | -0.3
CCN(CC(=O)NCc1cccs1)S(=O)(=O)c1c(F)cccc1F | 0.0 | -1 | 5 | -1.2
COC(=O)c1cc(COc2ccc3c(c2)oc(=O)c2ccccc23)c(C)o1 | 0.1 | 15 | -2 | -0.8
COc1cc(NC(=O)C2Cc3ccccc3CN2S(C)(=O)=O)cc(OC)c1 (stereo not drawn) | -0.1 | 0 | 4 | -0.1
COc1ccc(-n2c(-c3cccc(OC)c3)cn3c4c(=O)n(C)c(=O)n(C)c4nc23)cc1 | 0.0 | 1 | -5 | -0.9
C=CCNC(=O)/C(C#N)=C/c1cn(-c2ccccc2)nc1-c1ccc2c(c1)OCCO2 | -0.1 | -5 | -8 | -0.7
COc1cccc(CNC(=O)CN2C(=S)NC(C)(C)CC2C)c1 (stereo not drawn) | 0.1 | 7 | 2 | 1.4
CCOCCn1c(-c2ccc(OC)cc2)nc2ccccc21 | -0.1 | -2 | -5 | -1.0
CCOC(=O)c1sc2nc(CC(=O)OC)nc(Nc3ccccc3OCC)c2c1C | -0.1 | -5 | -6 | 0.6
COc1ccc(N2C(=O)C(=O)/C(=C(\O)c3ccc([N+](=O)[O-])cc3)C2c2ccc(Br)cc2)cc1 (stereo not drawn) | 0.1 | 9 | 3 | -2.3
c1ccc2c(CN3CCN(Cc4ccncc4)CC3)cccc2c1 | -0.3 | 55* | -1 | -0.9
COc1ccc(N2CCOCC2)cc1Nc1cc(Nc2ccccn2)c(C(F)(F)F)cn1 | 0.4 | 19 | -2 | -0.7

Full records as entered above. Values in the order: FBW7 activator, MITF inh, TEAD-YAP inh, GPR151 activ
Record of `COc1ccc(N2C(=O)C(=O)/C(=C(\O)c3ccc([N+](=O)[O-])cc3)C2c2ccc(Br)cc2)cc1` (stereo not drawn) : 0.1, 9, 3, -2.3
Record of `Cc1c(CNCCc2ccco2)c(C(=O)O)c(C)n1Cc1ccc(F)cc1Cl` : 0.0, 19, 5, -0.3
Record of `Cc1cccc(-n2nc3c(c2NC(=O)c2ccccc2Cl)CSC3)c1C` : -0.1, -9, 4, 2.6
Record of `COc1ccc(N2CCOCC2)cc1Nc1cc(Nc2ccccn2)c(C(F)(F)F)cn1` : 0.4, 19, -2, -0.7
Record of `C=CCNC(=O)/C(C#N)=C/c1cn(-c2ccccc2)nc1-c1ccc2c(c1)OCCO2` : -0.1, -5, -8, -0.7

(cont.)
SMILES | FBW7 activator | MITF inh | TEAD-YAP inh | GPR151 activ
O=C(COc1ccc(S(=O)(=O)N2CCCC2)cc1)NCc1ccccn1 | 0.0 | 2 | -4 | 0.1
Clc1cccc(Cl)c1CSc1nc2ccccc2o1 | 0.4 | 6 | -28 | -0.6
COc1cc(/C=C2\NC(=S)NC2=O)cc(Br)c1O | 0.0 | 1 | -3 | 0.3
NNC(=O)c1cn(-c2ccccc2)nc1-c1cccs1 | 0.1 | -3 | -2 | 1.3
C/C=C/c1ccc(OCCCn2c(-c3ccc(Cl)cc3)nc3ccccc3c2=O)c(OC)c1 | 0.4 | 3 | 6 | 0.3
Cc1ccccc1CNC(=O)CC1C(=O)NCCN1Cc1ccc(F)cc1Cl (stereo not drawn) | 0.0 | 6 | 14 | -0.1
COc1ccc(NC(=O)CSc2nnc(-c3ccc4c(c3)OCO4)o2)c([N+](=O)[O-])c1 | 0.0 | 14 | 5 | -0.8
CC(=O)NCCNCC(O)COc1ccccc1C(C)C (stereo not drawn) | 0.0 | 40 | 2 | 0.8
Fc1cccc(Cl)c1Cc1nc(Cc2cccs2)no1 | 0.1 | 6 | -54 | 1.2
CCCN1Cc2cccc(C(=O)NCc3cccc(Cl)c3)c2C1=O | -0.2 | -15 | 13 | 0.2
O=C(NCc1ccco1)C(=O)NCC1OCCN1S(=O)(=O)c1cc(F)ccc1F (stereo not drawn) | 1.4 | 11 | 9 | -1.1
CSc1ccc(CN2CCc3nnc(CNC(=O)C4CCC(=O)N4)n3CC2)cc1 (stereo not drawn) | -0.1 | -9 | 0 | -0.2
Nc1cc(-c2cccc(F)c2)nn1S(=O)(=O)Cc1ccccc1 | 0.1 | 4 | 0 | 0.2
O=C(/C=N/O)Nc1ccc2c(c1)OCCO2 | 0.1 | 8 | -4 | -0.6
Cc1ccc(/C=C/C(=O)OCc2nc(N)nc(Nc3ccccc3C)n2)o1 | 0.2 | 19 | -17 | -1.8
COc1ccc(Cc2cc(C(=O)N3CCN(C(=O)c4ccccc4OC)CC3)on2)cc1 | 0.0 | 0 | 8 | -0.2
CC1=C(C(=O)OCCc2ccccc2)C(c2cccc(Br)c2)C2=C(CC(c3ccccc3)CC2=O)N1 (stereo not drawn) | 0.2 | -6 | 7 | 0.1
COc1cccc(CC2(CCC(=O)N3CCCC(C(=O)c4cccnc4)C3)CCC(=O)N2)c1 (stereo not drawn) | -0.1 | -3 | 0 | -0.2
Cc1cccc(N(CC(=O)NCc2ccco2)S(=O)(=O)c2ccccc2)c1C | -0.1 | 0 | 1 | -0.4
O=C(Cn1c(=O)n(Cc2ccccc2)c(=O)c2c3c(sc21)CCC3)NCC1CCCO1 (stereo not drawn) | -0.1 | 10 | 8 | -0.1
COc1ccc(C(=O)CN2CCN(S(=O)(=O)c3cccc([N+](=O)[O-])c3)CC2)cc1 | -0.2 | 6 | 2 | -1.0
Cn1cc(C(=O)N2CCN(c3ncccn3)CC2)nn1 | 0.1 | -12 | -7 | -0.3
Nc1c(C(=O)c2ccc(Cl)cc2)sc2nc3c(c(-c4cccs4)c12)CCCC3 | -0.1 | 6 | -1 | 0.2
O=C(OCc1cc(-c2ccc(F)cc2)on1)c1cccs1 | 0.3 | 12 | -28 | -1.9
COc1cccc(-c2cncc(-c3ccc(O)cc3)n2)c1 | 0.1 | 9 | 9 | -1.0
O=C1OC(c2ccc(Cl)c(Cl)c2)=N/C1=C/c1cccc2ccccc12 | -0.1 | -9 | -7 | -0.8
Cc1ccc(-n2c(SCC(=O)NCC3CCCO3)nc3c(sc(=S)n3-c3ccccc3C)c2=O)cc1 (stereo not drawn) | 0.0 | -2 | -2 | -0.6
Cc1nc2sccn2c1-c1csc(Nc2ccccc2)n1 | 0.0 | -2 | -63 | -0.5
COc1ccc(C(C#Cc2ccccc2)N2CCOCC2)cc1 (stereo not drawn) | 0.0 | 11 | 3 | -0.1
CCOc1ccc(-n2c(Cc3cccn3C)nnc2SCC(=O)NO)cc1 | -0.2 | -14 | -6 | 2.2
CCOC(=O)c1sc(=NC(=O)c2cccc(C)c2)n(C)c1C | 0.2 | 4 | 14 | -1.1

Screening data: PubChem BioAssay, The Scripps Research Institute Molecular Screening Center
